ATXN2 expr inh: ATXN2 expression inhibition. HEK-293 ATXN2-luciferase reporter, luminescence, 24 h. Potency, µM (highest dose often 57 µM), for inactives: at the highest dose activity change, negative = inhibition, usual class: inhibitors. AID 1745845. hit rate 0.72% among 360,000; note: potency is the fitted concentration of half-maximal effect; % is set by controls: 0 for no effect and ±100 for the full control effect; nearly all actives have a fitted effect of over 55% in size
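ATXN2-luciferase reporter cells (luciferase flanked by upstream and downstream ATXN2 gene portions) were treated 24 h at 37 °C with compounds at up to 57 uM. SteadyGlo luminescence gave expression; GF-AFC fluorescence gave viability.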
S2 tox: viability counter-screen for ATXN expression inhibitors; S2 cells (HEK-293 line with an ATXN2-luciferase reporter) viability, CellTiter-Fluor protease fluorescence, 24 h; Potency, µM (highest dose often 56.7 µM), usual class: cytotoxic; hit rate 0.49% among 400,000; note: potency is the fitted concentration of half-maximal effect; nearly all actives have a fitted effect of over 40% in size
SW480 rerep: inducers of DNA re-replication in SW480 colon cancer cells | SW480 DNA re-replication, Hoechst DNA content imaging, 48 h | Potency, µM (titrated, usually from 46.1 µM), for inactives: at the highest dose re-replication activation, actives largely listed as activators | hit rate 1.8% among 340,000 | AID 624297; note: potency is the fitted concentration of half-maximal effect; % of control where 0% means no effect; nearly all actives have a fitted effect of over 55% in size
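DNA re-replication was detected as more nuclei of elevated Hoechst intensity after 48 hr exposure to compound (23 nL pinned per well of 250 cells).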
KB-3-1 cytotox: kills parental KB-3-1 adenocarcinoma cells; KB-3-1 viability, CellTiter-Glo ATP luminescence, 72 h; Potency, µM (top dose mostly 46.1 µM), for inactives: at the highest dose activity change, negative = cytotoxic, most hits filed as cytotoxic; hit rate 1.4% among 400,000; note: potency is the fitted concentration of half-maximal effect; % is set by controls: 0 for no effect and ±100 for the full control effect; nearly all actives have a fitted effect of over 60% in size
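KB-3-1 parental drug-naive adenocarcinoma cells in DMEM/10% FBS, incubated 72 h at 37 C with pin-transferred compounds across a concentration series. Viability by CellTiter-Glo luminescence; concentration-response curves fitted after normalization.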
KB-V1 MDR tox: KB-V1 MDR subline cytotoxicity; Potency, µM (series often up to 46.1 µM), for inactives: top-dose activity change, negative = cytotoxicity, actives largely listed as cytotoxic; AID 1347076; KB-V1 MDR cells viability, CellTiter-Glo, 72 h; hit rate 3.4% among 400,000; note: potency is the fitted concentration of half-maximal effect; % is set by controls: 0 for no effect and ±100 for the full control effect; nearly all actives have a fitted effect of over 60% in size
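KB-V1, DMEM (no phenol red) + 10% FBS; cpd pin-transferred, titration series; 72 h, 37 degrees C; CellTiter-Glo, luminescence. Data normalized, curve-fit.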
IL1B secr inh: inflammasome signaling inhibition, IL-1 beta readout; THP-1 LPS/ATP IL-1B secretion, AlphaLISA, 16 h; hits give low values; activity change, % at 57.5 µM; hit rate 4.7% among 360,000; in the data active = activity change below about -50%; inconclusive = mostly about -30% to -49%; note: % is set by controls: 0 for no effect and ±100 for the full control effect
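Secreted IL-1B measured by AlphaLISA bead assay after 16 h compound exposure of THP-1 cells; compounds (final up to 57.5 uM) added 1 h before LPS (250 ng/mL) and ATP (1.25 mM) stimulation; lower signal means less secretion.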
HT1080NT lethal: kills 2HG-producing HT-1080-NT fibrosarcoma cells; Potency, µM (doses to about 46.1 µM), for the others: top-dose activity, negative = less viability, actives largely listed as cytotoxic; HT-1080-NT fibrosarcoma viability, CellTiter-Glo ATP luminescence, 48 h; hit rate 1.6% among 360,000; AID 686970;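 note: NT is the 2HG producing partner of a matched IDH1 knockdown line; potency is the fitted concentration of half-maximal effect; 0% = DMSO-treated cells and -100% = media-only wells without cells; nearly all actives have a fitted effect of over 55% in size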
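750 cells/well, RPMI + 5% FBS; 2 h settle, compound pin-transfer, 48 h at 37 degrees C. CellTiter-Glo 10 min RT, luminescence. Normalized to DMSO and media-only wells.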
MCF10A rerep: inducers of DNA re-replication in MCF 10A breast cells | MCF 10A DNA re-replication, Hoechst nuclear intensity, 48 h | Potency, µM (series often up to 46.1 µM), for inactives: at the highest dose activity, positive = re-replication, hits mostly activators | hit rate 2.9% among 350,000 | AID 624296; note: potency is the fitted concentration of half-maximal effect; % of control where 0% means no effect; nearly all actives have a fitted effect of over 50% in size
HT1080 IDH1KD tx: HT-1080 IDH1 knockdown cell toxicity (counter line) | hit rate 2% among 360,000 | Potency, µM (doses to about 46.1 µM), for the others: at the top dose activity, negative = toxicity, most hits filed as cytotoxic | HT-1080 IDH1 knockdown viability, ATP luminescence, 48 h;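 note: potency is the fitted concentration of half-maximal effect; 0% = DMSO wells and -100% = cell-free medium wells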
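% activity derives from luminescence (CellTiter-Glo), normalised to DMSO and no-cell wells. HT-1080-IDH1KD cells, 750/well, had 48 h compound exposure at 37 °C.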
Numbers without * were called inactive; i = inactive; ? = inconclusive; · = no result given; [ ] = another dose, or the depositor's remark. Unless noted, calls come from the whole dose curve; as a rule, active = well fitted curve in the direction sought with a large enough effect; inconclusive = small, poorly fitted or top-dose-only effect, or another doubt; inactive = no such curve, though single readings can be large; an effect the other way counts as inactive or inconclusive. This is a random part of the collection, and some 11% of all compounds hit somewhere here.

The opening 3 compounds as a preview:
Screens in order – ATXN2 expr inh	S2 tox	SW480 rerep	KB-3-1 cytotox	KB-V1 MDR tox	IL1B secr inh	HT1080NT lethal	MCF10A rerep	HT1080 IDH1KD tx
COC(=O)c1nn(Cc2ccccc2)c(=O)c2ccccc12
  2%	i	-2%	0%	16µM*	29	5%	12%	21%
O=C(NC1CCCCC1)c1cc(Nc2cccc(C(F)(F)F)c2)nc2ccccc12
  5%	i	·	2%	1%	·	·	·	·
COc1ccc(S(N)(=O)=O)cc1C(=O)OCC(=O)N1c2ccccc2NC(=O)C1(C)C
  7%	i	-12%	8%	26%	4	20%	-5%	7%

The whole of this part, repeating the preview:
Screens in order – ATXN2 expr inh	S2 tox	SW480 rerep	KB-3-1 cytotox	KB-V1 MDR tox	IL1B secr inh	HT1080NT lethal	MCF10A rerep	HT1080 IDH1KD tx
COC(=O)c1nn(Cc2ccccc2)c(=O)c2ccccc12
  2%	i	-2%	0%	16µM*	29	5%	12%	21%
O=C(NC1CCCCC1)c1cc(Nc2cccc(C(F)(F)F)c2)nc2ccccc12
  5%	i	·	2%	1%	·	·	·	·
COc1ccc(S(N)(=O)=O)cc1C(=O)OCC(=O)N1c2ccccc2NC(=O)C1(C)C
  7%	i	-12%	8%	26%	4	20%	-5%	7%
COc1c2ccoc2c(OC(C)=O)c2oc(C)cc(=O)c12
  ·	i	?	-5%	-19%	-51*	-7%	?	-10%
CC(=O)n1c(-c2ccccc2)c(-c2ccccc2)n(C)c1=O
  5%	?	-14%	-26%	-1%	-4	-10%	16%	-7%
CCCN(c1nc(C)cc(OC)n1)S(=O)(=O)c1ccccc1
  -4%	i	-4%	-10%	-25%	-11	1%	4%	1%
COc1ccc(/C=N/Nc2nc(C(=O)O)cs2)cc1
  7%	i	-9%	1%	27%	0	-14%	-13%	-11%
COc1ccc(-c2noc(CCC(=O)NCCN(C)Cc3ccccc3)n2)cc1
  -19%	i	-4%	10%	?	-10	-10%	-4%	-1%
COc1ccc(NC(=O)Cn2c(=O)n(-c3ccccc3)c(=O)c3c4c(sc32)CCCC4)c(OC)c1
  -3%	?	·	7%	16%	·	·	·	·
COc1ccc(-n2c(C)cc(/C=C3\SC(=O)NC3=O)c2C)cc1
  65%[activator]	i	-2%	-5%	2%	28	-7%	14%	-3%
O=C(NCCc1ccccc1)C(=O)NCC1CCCN1S(=O)(=O)c1cccs1 (configuration not stated)
  3%	i	?	?	?	5	-6%	?	0%
CC(C)(C)NC[C@@H](O)COc1cccc2c1CCCC2=O
  11%	i	-81%[inhibitor]	0%	-10%	-5	2%	-4%	-8%
Cc1nc2cccnc2n1C1CCN(S(C)(=O)=O)CC1
  -8%	i	·	-1%	16%	·	·	·	·
Cc1ccc(NP(=O)(Nc2ccc(C)cc2)Nc2ccc(C)cc2)cc1
  -35%	i	?	21µM*	?	-11	-14%	21%	-2%
COc1ccc(N(CC(=O)NC2CCCC2)C(=O)Cn2nnc(-c3ccc(OC)c(OC)c3)n2)c(OC)c1
  -29%	i	-3%	2%	-29%	-7	2%	8%	3%
CC(=O)N1CCN(C(=S)Nc2cc(S(=O)(=O)N3CCOCC3)ccc2Cl)CC1
  ·	i	2%	-1%	-16%	8	5%	11%	-2%
Cc1nc2ccc([N+](=O)[O-])cc2c(=O)n1Cc1ccc([N+](=O)[O-])cc1
  ·	i	?	3%	-3%	2	-6%	2%	-7%
Cc1ccc(Nc2nnc(SCC(O)=C(C#N)c3nc4ccccc4[nH]3)s2)c(C)c1
  -4%	i	?	-15%	14%	31	-5%	?	6%
COc1cc2nc(CN(C)Cc3ccc(OC)c(OC)c3OC)[nH]c(=O)c2cc1OC
  ·	i	-7%	4%	7%	0	8%	2%	11%
CCOc1ccc(-n2c(=O)c3c4c(sc3n(CC(=O)NC(C)CC)c2=O)CCC4)cc1 (configuration not stated)
  3%	i	·	-5%	-9%	·	·	·	·
Cc1nc(NC(=O)CCN2C(=O)C3CC=CCC3C2=O)sc1C (configuration not stated)
  13%	i	5%	4%	22%	-8	3%	-6%	3%
COc1ccc(NC(=O)c2cc(-c3cc(F)ccc3OCC3CCCO3)n[nH]2)c(C)c1 (configuration not stated)
  -29%	i	·	0%	-11%	-66*	-3%	·	3%
COc1cc(OC)nc(Oc2ccc(NC(C)=O)cc2)n1
  5%[11.3 µM]	i	-6%	28%	4%	15	-1%	?	0%
COc1cccc(Cn2cc(C(=O)NCCN(C)C)nn2)c1
  -16%	i	-27%	-4%	0%	-20	-10%	22%	1%
CC(=O)Nc1ccc(SCC(=O)OCC(=O)NC(=O)NCCC(C)C)cc1
  1%	i	-6%	3%	7%	2	26%	3%	11%
O=C(CSc1ccccc1)Nc1cc(Cl)ccc1Oc1ccccc1
  1%	i	3%	-8%	18µM*	29	2%	10%	8%
COc1ccc2c(c1)-c1nc(N)sc1CC2
  -7%[11.3 µM]	i	0%	15%	0%	10	-4%	0%	-2%
CCn1c(CSc2nnc(-c3ccc4c(c3)OCO4)o2)nc2cc(S(=O)(=O)N(C)C)ccc21
  -25%	i	1%	-15%	?	-28	-7%	1%	10%
COc1ccc(Nc2nc(-c3ccccc3)nc3ccccc23)cc1S(=O)(=O)N1CCOCC1
  ·	i	1%	?	?	-74*	?	?	?
CCn1c(C(=O)N2CCC(C(=O)NCc3ccc4c(c3)OCO4)CC2)cc2sccc21
  -21%	?	-5%	24%	2%	0	-26%	-4%	-2%
Cc1nc(Nc2ccc3c(c2)OCCO3)c2oc3ccccc3c2n1
  0%	?	?	0%	?	-84*	-19%	?	-19%
N#C/C(=C\c1c(Oc2ccccc2Cl)nc2ccccn2c1=O)C(=O)NC1CCS(=O)(=O)C1 (configuration not stated)
  -2%	·	?	0%	?	-23	1%	?	-9%
O=C(NCC1CCCO1)c1nn2c(C(F)(F)F)cc(-c3ccco3)nc2c1Cl (configuration not stated)
  10%	i	19%	-1%	-8%	-12	2%	16%	4%
COC(=O)c1c(C)[nH]c(C(=O)OC(C)C(=O)N2CCOCC2)c1C (configuration not stated)
  13%	i	-2%	-1%	-3%	10	7%	-1%	12%
CC(C(=O)O)n1cc(C#N)c(=O)[nH]c1=O (configuration not stated)
  6%	i	-5%	12%	17%	16	20%	-15%	22%
COc1ccc(C(=O)Cn2c(C(=O)/C=C/c3ccccc3)nc3ccccc32)cc1
  22µM*	?	?	?	?	-27	?	?	?
CCCn1c(SC(C)C(=O)NCC2CCCO2)nc2sc(CC)cc2c1=O (configuration not stated)
  1%	i	4%	·	·	4	0%	-8%	4%
CCc1ccc(N(CC)C(=O)c2cn(C)c(=O)c3ccccc23)cc1
  29%	i	-1%	-13%	-26%	17	19%	3%	6%
COc1cc(C=O)ccc1OCC(=O)Nc1cccc(S(=O)(=O)N(C)c2ccccc2)c1
  1%	i	-2%	11%	8%	-8	6%	16%	-2%
CCOc1c(Br)cc(CNc2ncn[nH]2)cc1OC
  2%	i	-3%	0%	-5%	12	8%	2%	1%
CC1CCC2C(=O)N(c3ccc(C(=O)Oc4cccc5cccnc45)cc3)C(=O)C2C1 (configuration not stated)
  -38%	·	17%	-10%	-10%	-86*	?	?	?
COc1cccc(-n2c(SCC(=O)NC3CCS(=O)(=O)C3)nc3ccccc3c2=O)c1 (configuration not stated)
  ·	i	-7%	-2%	?	-13	4%	-1%	1%
CC(=O)c1ccc(OC(=O)/C=C/c2ccccc2)cc1
  ·	?	1%	0%	?	-5	15%	0%	11%
Cn1c(SCC(=O)Nc2sccc2C#N)nnc1-c1ccccc1
  -2%	i	-2%	-2%	0%	13	-3%	-1%	-1%
Cc1ccc(NC(=O)NCc2ccccn2)cc1
  23%	i	7%	-20%	2%	-5	15%	0%	13%
Cc1ccccc1-n1ncc2c1CC(C)(C)CC2NC(=O)C1CCC1 (configuration not stated)
  9%	i	-12%	0%	15%	52	1%	-1%	8%
C=CCn1c(SC)nc2sc3c(c2c1=O)CCc1ccccc1-3
  33%	i	-11%	-10%	-13%	84	-4%	?	-4%
c1coc(CNc2nc3sc4c(c3c3ncnn23)CCCC4)c1
  10%	i	-7%	-8%	-4%	-4	1%	13%	-4%
CN1CCN(C(=S)NC(=O)c2ccc(Cl)cc2)CC1
  -2%	i	-1%	13%	0%	29	3%	-1%	15%
COC(=O)c1ccc(COc2ccc(NC(C)=O)cc2)o1
  -10%	i	?	1%	-3%	16	-4%	2%	3%
COc1cccc(OCc2cc(C(=O)N(C)CCOc3ccc(C)cc3)no2)c1
  46%[activator]	i	-5%	-14%	-15%	25	-2%	-23%	-4%
O=C(CCn1cccn1)Nc1ccc2c(c1)OCO2
  29%	i	-5%	2%	-5%	-3	-1%	2%	5%
COc1ccc(S(=O)(=O)N2CCC(C(=O)c3ccc4c(c3)OCCO4)CC2)cc1
  -19%	i	2%	?	4%	-9	-28%	-6%	-26%
Cn1nc(C(=O)NCCN2CCOCC2)c2ccccc2c1=O
  -7%	i	-11%	-8%	-23%	37	17%	4%	-2%
CC(=O)Nc1ccc(C(=O)NC2CCCC2)cc1
  -4%	i	-10%	11%	0%	-2	19%	-4%	11%
COc1ccc(C2C(C(=O)c3ccco3)=C(O)C(=O)N2CCc2ccccc2)cc1OC (configuration not stated)
  -11%	i	2%	5%	22%	21	-13%	?	-10%
Cc1ccc(N2CC(C(=O)Nc3nnc(SCC(N)=O)s3)CC2=O)cc1 (configuration not stated)
  1%	i	-1%	?	-1%	9	2%	6%	2%

Screening data: PubChem BioAssay, National Center for Advancing Translational Sciences (NCATS)
